proKLK7 act – activates the human kallikrein-7 zymogen; activation, % at 7 µM; purified proKLK7, EDANS-DABCYL substrate fluorescence; 100% is mature enzyme control, 0% vehicle; P49862; 370,000 compounds, 0.9% hits;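 active = activation above the mean of all tested compounds plus 3 SD, computed per campaign excluding outliers beyond control limits, cut at about 13% in these data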
MBD2 DNA inh – blocks human MBD2 binding to methylated DNA; Q9UBB5; TR-FRET, MBD2 binding to methylated oligonucleotide; inhibition, % at 4.4 µM; 370,000 compounds, 0.31% hits; in the data active = inhibition above about 13%
ARFGAP1 inh – inhibits rat ARF GTPase activating protein 1; Arfgap1-stimulated ARF1 GTP hydrolysis, GDP FP detection; inhibition, % at 16.5 µM; 360,000 compounds, 0.26% hits;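 active = inhibition above a per-plate limit, mean inhibition of low control wells plus 3 SD, cut at about 25% in these data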;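 also: 0% = DMSO wells with enzyme and 100% = wells lacking Arfgap1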
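system = rat Arfgap1 catalytic domain, aa 1-136 | technique = FP, GDP Alexa 633 tracer displaced from anti-GDP antibody, 620/688 nm | compound = one concentration, 16.5 µM, DMSO 1.26% | medium = HEPES-based buffer, pH 7.5 | timing = compound-enzyme preincubation 20 min, reaction 120 min, detection 60 min, 25 °C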
ASAP1 inh – ASAP1 ArfGAP inhibition; ASAP1-stimulated ARF1 GTP hydrolysis, GDP FP detection; 360,000 compounds, 0.19% hits; Q9ULH1; inhibition, % at 16.5 µM; AID 624377; in the data active = inhibition above about 25%;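 also: 0% = vehicle with enzyme and substrate and 100% = no enzyme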
PLC-gamma1 inh – inhibitors of human phospholipase C gamma1; purified PLC-gamma1, fluorogenic substrate, fluorescence; inhibition, % at 12.2 µM; 370,000 compounds, 0.84% hits; P19174; in the data active = inhibition above about 9.5%
Tn7 DDE FP – disrupts Tn7 cyclic peptide binding to fibrin D-Dimer-E complex; inhibition, % at 8.3 µM; 370,000 compounds, 0.13% hits; P02675; FP displacement of FITC-Tn7 peptide from fibrin DD(E); 0% = median of compound wells per plate;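 active = inhibition above the mean of compounds falling within the control limits plus 3 SD of them, cut at about 14% in these data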;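 also: 0% = plate median of compound wells and 100% = 10 µM Aha-Tn7 peptide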
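Assay system: Human fibrin DD(E) protein | Medium: Tris buffer with calcium and detergent, pH 7.8 | Reagent: 0.1 µM fluorescent Tn7 | Compound dosing: Single point at 8.3 µM | Times: 10 min preincubation, 3 h with tracer, room temperature | Detection: Fluorescence polarization of the labelled Tn7 tracer | Controls: Aha-Tn7 high control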
Tn6 DDE FP – DD(E)-Tn6 binding inhibition, primary FP screen. Fibrin DD(E) TRITC-Tn6 fluorescence polarization displacement. AID 720509. inhibition, % at 8.3 µM. P02675. 370,000 compounds, 0.21% hits;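 active = inhibition above a per-campaign cutoff: mean of compounds within control limits plus 3 SD, cut at about 15% in these data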;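 also: 0% = median of all compound wells on the plate and 100% = blocking peptide control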
UHRF1 binding – human UHRF1 methylated DNA binding inhibitors | AID 687016 | 370,000 compounds, 0.75% hits | inhibition, % at 4.4 µM | Q96T88 | UHRF1 binding to methylated oligo, TR-FRET; in the data active = inhibition above about 21%;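 also: UHRF1 SRA domain binding a hemimethylated CpG hairpin DNA probe; 0% = median of test compound wells and 100% = reference inhibitor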
ADAM17 inh – ADAM17 inhibition, QFRET primary screen; P78536; recombinant ADAM17, EDANS/DABCYL FRET peptide cleavage; inhibition, % at 6.95 µM; 370,000 compounds, 0.83% hits;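 active = inhibition above the mean of compounds lying between control limits plus 3 SD, set per campaign, cut at about 8.5% in these data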;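 also: 0% = DMSO-only wells as the low control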
PLCb3 inh – inhibitors of human phospholipase C beta3 | Q01970 | 370,000 compounds, 0.18% hits | inhibition, % at 12.2 µM | Purified PLC-beta3, fluorogenic substrate, fluorescence; in the data active = inhibition above about 11%;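 also: 0% = median of compound wells on plate and 100% = full blocker control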
Target sequence (Q01970 whole entry, looked up): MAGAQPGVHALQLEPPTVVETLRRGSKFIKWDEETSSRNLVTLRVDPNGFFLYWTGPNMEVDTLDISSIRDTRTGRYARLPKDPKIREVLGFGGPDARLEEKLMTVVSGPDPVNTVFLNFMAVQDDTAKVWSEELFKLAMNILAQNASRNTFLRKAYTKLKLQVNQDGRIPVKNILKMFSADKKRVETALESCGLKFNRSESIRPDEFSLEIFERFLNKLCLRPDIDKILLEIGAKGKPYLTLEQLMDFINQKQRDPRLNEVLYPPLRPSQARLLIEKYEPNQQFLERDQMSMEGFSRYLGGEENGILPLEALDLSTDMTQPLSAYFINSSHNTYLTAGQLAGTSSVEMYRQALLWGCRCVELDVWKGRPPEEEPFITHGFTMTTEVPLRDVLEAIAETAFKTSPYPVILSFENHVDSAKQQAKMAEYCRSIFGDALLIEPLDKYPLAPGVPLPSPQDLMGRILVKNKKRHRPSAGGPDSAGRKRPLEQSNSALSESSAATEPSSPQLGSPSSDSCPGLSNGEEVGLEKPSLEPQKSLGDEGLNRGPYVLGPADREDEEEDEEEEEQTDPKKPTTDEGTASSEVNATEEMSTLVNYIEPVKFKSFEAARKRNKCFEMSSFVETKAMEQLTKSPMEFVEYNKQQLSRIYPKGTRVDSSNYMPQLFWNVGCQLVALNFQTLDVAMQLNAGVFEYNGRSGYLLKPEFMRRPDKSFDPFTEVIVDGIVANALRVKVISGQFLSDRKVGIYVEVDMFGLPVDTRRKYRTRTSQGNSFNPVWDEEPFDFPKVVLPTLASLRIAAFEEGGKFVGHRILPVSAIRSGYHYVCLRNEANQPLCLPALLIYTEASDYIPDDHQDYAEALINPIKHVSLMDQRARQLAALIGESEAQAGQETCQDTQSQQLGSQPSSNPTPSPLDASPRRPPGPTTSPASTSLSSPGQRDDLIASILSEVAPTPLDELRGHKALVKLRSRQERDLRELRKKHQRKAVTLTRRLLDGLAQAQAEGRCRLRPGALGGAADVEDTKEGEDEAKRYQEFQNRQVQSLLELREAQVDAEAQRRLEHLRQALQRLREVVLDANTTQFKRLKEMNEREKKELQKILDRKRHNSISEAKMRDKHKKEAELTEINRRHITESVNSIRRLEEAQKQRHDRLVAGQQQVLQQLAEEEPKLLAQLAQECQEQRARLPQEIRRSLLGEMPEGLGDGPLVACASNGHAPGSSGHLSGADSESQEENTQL
* = called active by the depositor.

SMILES | proKLK7 act | MBD2 DNA inh | ARFGAP1 inh | ASAP1 inh | PLC-gamma1 inh | Tn7 DDE FP | Tn6 DDE FP | UHRF1 binding | ADAM17 inh | PLCb3 inh
Cc1nn(-c2ccccc2)c2sc(C(=O)N(CC(=O)NC(C)(C)C)Cc3ccco3)cc12 | -0.9 | -6 | 1 | 13 | 0 | -1 | 4 | -3 | 2 | 0
COc1cccc(C(=O)C[n+]2ccccc2/C=N/O)c1 | 0.0 | -4 | -5 | 4 | -18 | 4 | 10 | -5 | -7 | -21
COc1ccc(NC(=O)CCCC(=O)OCC(=O)c2cccc(OC)c2)cc1 | -0.8 | 3 | -9 | 16 | -1 | 3 | -5 | 1 | 0 | -8
C#CCN(C[C@H]1[C@H](OC(=O)NCC2CCCCC2)[C@H](OC(=O)NCC2CCCCC2)C[C@H]2C(=O)N(c3ccccc3)C(=O)[C@@H]12)S(=O)(=O)c1ccc(C)cc1 | -0.6 | 1 | -6 | -2 | 1 | -5 | 6 | -2 | 4 | 7
O=C1CSC(c2ccccc2)N1Cc1ccccn1 (stereo unspecified) | 0.3 | -1 | 6 | -4 | 4 | -5 | -3 | 1 | -1 | 4
O=C1c2ccccc2C(O)N1Cc1ccco1 (stereo unspecified) | 0.1 | 1 | -5 | 8 | 0 | -1 | 2 | 0 | -4 | 4
C=CCN(CC=C)S(=O)(=O)c1ccc(NC(=O)COc2ccccc2OC)cc1 | -0.8 | 2 | -4 | -8 | -2 | -2 | -1 | -3 | 1 | -1
COC(=O)c1sc(NC(=O)c2ccc3c(c2)OCO3)c(C#N)c1C | 0.0 | 5 | -2 | 4 | 3 | 4 | -10 | -3 | -2 | -2
CC(C)(C)C(C(=O)Oc1ccccc1)c1ccccc1 (stereo unspecified) | -0.2 | -3 | 2 | 7 | -4 | 4 | 0 | -4 | -5 | -1
CCCc1c(NC(=O)Nc2ccc(F)cc2)cnn1-c1ccccc1 | 0.1 | 8 | 11 | 5 | 1 | 2 | -15 | 3 | -6 | -9
COc1cc(C(=O)Nc2ccc(C(C)=O)cc2)c(Br)c(OC)c1OC | 0.2 | -6 | -5 | -12 | 2 | 12 | -2 | -3 | 1 | 8
CCOC(=O)C1=C(CC)Nc2ccccc2N=C1NC(=O)c1oc2ccccc2c1C | 0.2 | -4 | 6 | -8 | 2 | -11 | -6 | 8 | 5 | -5
CCC(C)NC(=O)c1ccccc1NC(=O)CN(c1ccc(OC)cc1)S(C)(=O)=O (stereo unspecified) | -0.1 | 0 | -8 | -11 | -1 | 2 | 2 | -4 | -2 | 6
O=C(N/N=C/C(Br)=C\c1ccccc1)c1ccc2nc[nH]c2c1 | 0.2 | 3 | 3 | 16 | 1 | 5 | -7 | -3 | -2 | 0
NC(=O)Cn1c(=O)n(-c2ccccc2)c(=O)c2oc3ccccc3c21 | 0.1 | -8 | 12 | -4 | 2 | 0 | -2 | -2 | 0 | -3

11 entries from above, as comma-separated lines.
canonical_smiles,proKLK7 act,MBD2 DNA inh,ARFGAP1 inh,ASAP1 inh,PLC-gamma1 inh,Tn7 DDE FP,Tn6 DDE FP,UHRF1 binding,ADAM17 inh,PLCb3 inh
O=C1CSC(c2ccccc2)N1Cc1ccccn1 (stereo unspecified),0.3,-1,6,-4,4,-5,-3,1,-1,4
O=C1c2ccccc2C(O)N1Cc1ccco1 (stereo unspecified),0.1,1,-5,8,0,-1,2,0,-4,4
C=CCN(CC=C)S(=O)(=O)c1ccc(NC(=O)COc2ccccc2OC)cc1,-0.8,2,-4,-8,-2,-2,-1,-3,1,-1
COC(=O)c1sc(NC(=O)c2ccc3c(c2)OCO3)c(C#N)c1C,0.0,5,-2,4,3,4,-10,-3,-2,-2
CC(C)(C)C(C(=O)Oc1ccccc1)c1ccccc1 (stereo unspecified),-0.2,-3,2,7,-4,4,0,-4,-5,-1
CCCc1c(NC(=O)Nc2ccc(F)cc2)cnn1-c1ccccc1,0.1,8,11,5,1,2,-15,3,-6,-9
COc1cc(C(=O)Nc2ccc(C(C)=O)cc2)c(Br)c(OC)c1OC,0.2,-6,-5,-12,2,12,-2,-3,1,8
CCOC(=O)C1=C(CC)Nc2ccccc2N=C1NC(=O)c1oc2ccccc2c1C,0.2,-4,6,-8,2,-11,-6,8,5,-5
CCC(C)NC(=O)c1ccccc1NC(=O)CN(c1ccc(OC)cc1)S(C)(=O)=O (stereo unspecified),-0.1,0,-8,-11,-1,2,2,-4,-2,6
O=C(N/N=C/C(Br)=C\c1ccccc1)c1ccc2nc[nH]c2c1,0.2,3,3,16,1,5,-7,-3,-2,0
NC(=O)Cn1c(=O)n(-c2ccccc2)c(=O)c2oc3ccccc3c21,0.1,-8,12,-4,2,0,-2,-2,0,-3

Reformatted in CSV form: 2 of the compounds above.
canonical_smiles,proKLK7 act,MBD2 DNA inh,ARFGAP1 inh,ASAP1 inh,PLC-gamma1 inh,Tn7 DDE FP,Tn6 DDE FP,UHRF1 binding,ADAM17 inh,PLCb3 inh
CCC(C)NC(=O)c1ccccc1NC(=O)CN(c1ccc(OC)cc1)S(C)(=O)=O (stereo unspecified),-0.1,0,-8,-11,-1,2,2,-4,-2,6
O=C(N/N=C/C(Br)=C\c1ccccc1)c1ccc2nc[nH]c2c1,0.2,3,3,16,1,5,-7,-3,-2,0

Remaining list, next part
SMILES | proKLK7 act | MBD2 DNA inh | ARFGAP1 inh | ASAP1 inh | PLC-gamma1 inh | Tn7 DDE FP | Tn6 DDE FP | UHRF1 binding | ADAM17 inh | PLCb3 inh
Cc1cc(C)c(NC(=O)NC(=O)C(Cl)(Cl)Cl)c(C)c1 | 0.5 | -1 | 5 | 4 | 1 | -3 | -10 | 4 | 0 | -2
Cn1ccnc1SCCC#N | -0.6 | 3 | -2 | -6 | 3 | 0 | 3 | 5 | 0 | 4
O=C(Cn1ncn2c(cc3ccccc32)c1=O)NCc1ccco1 | -0.9 | 0 | -13 | 5 | -9 | 4 | 7 | 1 | -7 | -12
CCCCCC/C(=N/O)c1ccccn1 | 0.3 | 3 | 18 | 4 | 4 | 8 | -15 | 2 | -4 | 3
CCN(CC)C(=O)CSc1nnc(-c2ccccn2)n1-c1ccc(C)c(C)c1 | -0.2 | 1 | 1 | -3 | 3 | -3 | -6 | 5 | 5 | 8
CC(=O)Nc1ccc(NCC(O)COc2ccccc2)cc1 (stereo unspecified) | 0.1 | -1 | -12 | -2 | -1 | -10 | 10 | -3 | -3 | -1
O=C1CSC(c2ccccc2F)N1 (stereo unspecified) | 0.1 | -2 | 10 | -8 | -7 | 11 | -3 | 1 | -5 | -18
CCN1CCN(C(=O)c2ccc3c(c2)c(C)c(C)n3Cc2ccccc2)CC1 | 0.9 | -7 | 1 | -5 | -4 | -7 | -7 | -1 | 2 | -5
O=C(CN1CCN(S(=O)(=O)N2CCOCC2)CC1)Nc1ccc(Cl)c(Cl)c1 | 0.0 | 3 | 1 | 17 | -2 | 1 | -10 | 4 | -2 | -12
O=C(CSc1nncc(=O)[nH]1)Nc1cccc([N+](=O)[O-])c1 | -0.2 | -6 | -5 | -18 | -1 | 2 | -6 | -2 | -1 | -3
CC1=CC(C)(C)NC(=S)N1c1cc(C)cc(C)c1 | -0.6 | -2 | 12 | -6 | 0 | 0 | 4 | 12 | -5 | -4
Cc1ccc(-c2c[n+](CC(=O)Nc3ccccc3C)c3n2CCC3)cc1 | 0.6 | 7 | 8 | 2 | 9.8* | 0 | -4 | 6 | -7 | -5
CCC(C)n1nccc1NC(=O)C(C)Cl (stereo unspecified) | -0.5 | -1 | 6 | -3 | 1 | 0 | 0 | -2 | 0 | 2
COc1ccc(C(=O)NC(=S)Nc2ccc(N3CCOCC3)c(Cl)c2)cc1[N+](=O)[O-] | -0.4 | 1 | 6 | 3 | 5 | -2 | 2 | 2 | 9 | 3
O=C(CNC(=O)c1ccco1)NC1CCCCCC1 | -0.2 | 2 | 0 | -7 | 5 | 4 | 12 | 3 | -3 | -7
Cc1ccc(S(=O)(=O)c2cc3c(=O)n4cccc(C)c4nc3n(CCc3ccccc3)c2=N)cc1C | 0.4 | 5 | 2 | -1 | -2 | 0 | -2 | 0 | -2 | -9
Cc1cc(=O)n2nc(N3CCC(C(=O)NCc4ccccc4Cl)CC3)sc2n1 | -0.5 | 0 | -5 | 3 | -1 | 1 | 3 | 1 | -6 | -6
O=C(NCc1ccccc1F)C(c1ccccc1)c1ccccc1 | 0.2 | -1 | -8 | 3 | 2 | -4 | -1 | -2 | -1 | -1
Cc1ccccc1CN1C[C@@H]2C[C@@H](c3cn[nH]c3-c3ccccc3)N3CCC[C@@]23C1=O | 0.0 | 7 | -4 | -12 | -2 | 3 | -1 | 18 | -1 | 0
O=[N+]([O-])c1cccc(-c2ccc3nnc(SCc4cccnc4)n3n2)c1 | -1.5 | 3 | 15 | 0 | -5 | 5 | 6 | 1 | -6 | -12
CCCN(C(=O)COC(=O)CNS(=O)(=O)c1ccc(NC(C)=O)cc1)C1CCS(=O)(=O)C1 (stereo unspecified) | -0.2 | 5 | 7 | -6 | 2 | -2 | 8 | 2 | -3 | -3
Cc1occc1C(=O)NNC(=O)CN1C(=O)NC(C)(c2ccccc2)C1=O (stereo unspecified) | 0.0 | 1 | 6 | 6 | 2 | -1 | -3 | -1 | -7 | -5
CCSc1nnc(NC(=O)/C=C/c2ccco2)s1 | 0.8 | 4 | 4 | -4 | -29 | -8 | 5 | 1 | 0 | -61
CC1CCCC(C)N1C(=O)CSc1nnnn1C1CCCC1 (stereo unspecified) | 0.3 | 0 | -9 | 1 | -1 | -2 | 0 | -1 | 0 | 1
COc1ccc(C2=Nn3c(nnc3-c3ccccc3C(F)(F)F)SC2)cc1OC1CCOC1 (stereo unspecified) | -0.1 | 6 | 0 | 10 | 2 | -2 | 3 | 0 | -1 | 3
COc1ccc(C(=O)CN2CCN(S(=O)(=O)c3cccc([N+](=O)[O-])c3)CC2)cc1 | -1.1 | 3 | -2 | -2 | -4 | 1 | -5 | -5 | 1 | -1
Cc1ccc(F)cc1NC(=O)N1CCN(c2ccnc3cc(Cl)ccc23)CC1 | -0.4 | 6 | -3 | -1 | -2 | -1 | -4 | 1 | -3 | -12
CC1CC(C)CN(C(=O)CNC(=O)c2ccc3ccccc3c2)C1 (stereo unspecified) | -0.1 | -6 | 13 | -8 | 4 | 0 | -1 | -5 | 1 | -8
N#CCNC(=O)c1cccn1-c1ncc(C(F)(F)F)cc1Cl | -0.6 | 3 | 0 | -2 | -1 | 2 | 6 | -2 | -3 | -1
CCOc1ccc(/C(O)=C2/C(=O)C(=O)N(CCN(C)C)C2c2ccccc2)cc1Cl (stereo unspecified) | 0.2 | 0 | 16 | 1 | 1 | -5 | -1 | -2 | 0 | 1
O=C(NCCCN1CCOCC1)c1ccc(S(=O)(=O)Nc2ccccc2)cc1 | -0.1 | -4 | 0 | 7 | 3 | 2 | -1 | 1 | -4 | -18
Cc1cccc(CN2CCN(C(=O)CCc3nnc(C4CCCCC4)o3)CC2)c1 | 0.0 | 0 | 4 | -7 | 0 | -1 | -10 | 0 | -1 | 1

Compounds as they come. Share with any hit: about 4.1%.
